Source: PubChem
Ins promoter up – insulin promoter activators in MIN6 cells, imaging, high-content screening, mouse beta cells; MIN6 insulin promoter-GFP reporter; active compounds read high; z-score at 5 µM; 0.3% of 190,000 active;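 active = z-score above 3 at 5 µM with at least 500 cells counted in the well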
bCat nuc transl – modulators of beta-catenin nuclear translocation, primary screen, imaging, HeLa cells, immunofluorescence, high-content. nuclear translocation activity, % at 5 µM. 0.3% of 190,000 active. AID 1665, 2009;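 active = nuclear translocation activity above 50% at 5 µM, with a well cell count of 50 or more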;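 note: per-cell ratio of nuclear to cytoplasmic median beta-catenin stain intensity; plate controls were DMSO negative control for no effect and GSK-3 inhibitor IX positive control for full effect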
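Technique: fluorescence imaging of beta-catenin antibody stain plus DAPI / Material: human HeLa cell line / Incubation: compound treatment 24 h, 37°C, 5% CO2 / Read-out basis: % activation of per-cell nuclear versus cytoplasmic median beta-catenin signal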
Autophagy HCS – autophagy modulators in MEF cells, primary screen, imaging, high-content, MEF GFP-LC3 | MEF GFP-LC3 puncta imaging; test concentration mostly 10 µM | calls only at 10 µM (by protocol) | 0.98% of 190,000 active | AID 463193, 2010;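 active = percentage of spot-positive cells more than 3 SD above its plate mean, without a fluorescence outlier flag or 80% toxicity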;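 note: spot-positive cell cutoff set from DMSO-treated cells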
MT stabilizer – microtubule stabilizers in HeLa cells, primary screen, imaging, high-content imaging; HeLa tubulin immunostaining HCS, 24 h; share of cells brighter than vehicle mean+2SD; 0.83% of 200,000 active; % tubulin-high responders, % at 10 µM;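 active = plate Z-score above 3 for both tubulin-high and condensed-nucleus cell shares, with cell loss under 80%, at 10 µM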;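 note: anti alpha tubulin signal scored within the nucleus-defined area of each cell; some results filed as inactive read as strong as hits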
T cell HTS – modulators of CD8 T cell-vesicle binding, primary screen, mouse 2C CD8+ T cells, flow cytometry | calls only at 7 µM | 0.068% of 330,000 active | 2C CD8+ T cell-vesicle binding; active compounds read low;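 active = response, share of CD8 T cells binding vesicles, and their 90th percentile fluorescence all below set limits, cut at about 80% in these data, passing the limit was not always enough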
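Test system: purified 2C TCR transgenic mouse naive CD8+ T cells. Probe or stimulus: QL9-peptide-loaded Drosophila micro-vesicles bearing Ld, ICAM-1 and B7-1. Incubation: binding step 1.5 h, 37 °C, antibody labelling 20 min, ice. Measured by: flow cytometry of vesicle-bound cells.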
CSM14.1 death rescue – rescue of cells from ER stress-induced death, primary screen, 384-well, CSM14.1, thapsigargin, ATP luminescence (AID 1222) | CSM14.1 thapsigargin-induced death rescue, ATP luminescence; higher % means a stronger effect | cellular ATP content (survival), % at 20 µM; hits with a dose series show EC50 in µM | 190,000 tested, under 10 active;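 active = EC50 below 50 µM in the dose-response confirmation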;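 note: death triggered by thapsigargin at about 15 µM added after 2 h compound pretreatment; cell ATP read after overnight thapsigargin exposure of roughly 18 to 22 hours; normalized against plate controls of thapsigargin alone and 5% DMSO vehicle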
Salmonella PhoP GFP – inhibitors of PhoP regulon expression, primary screen, Salmonella Typhimurium, GFP reporter (AID 1863); S. Typhimurium PhoP-regulated promoter GFP reporter, 4 h; higher % means a stronger effect; one-dose inhibition, % at 50 µM; IC50 in µM for titrated hits; 0.16% of 300,000 active;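 active = inhibition over 29.93%, a cutoff 3 SD above the screen mean, later confirmed by dose response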;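 note: 0% = low Mg2+ inducing control and 100% = high Mg2+ repressing control; strong numbers were not always called active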
Hep lipid drop – inhibitors of hepatocyte lipid droplet formation, primary screen, imaging, high-throughput imaging, BODIPY stain; AML12 mouse hepatocytes, oleate lipid droplets; inhibition, % at 6.5 µM; 0.4% of 240,000 active;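 active = lipid droplet intensity inhibited by at least 50%, with more than 500 cells counted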
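Assay system: AML12 hepatocytes (mouse) / Also added: 100 µM oleic acid challenge / Times: overnight treatment with compound plus oleate / Detection: high-content imaging of BODIPY-stained droplets and DAPI nuclei / Evaluation: % inhibition of lipid droplet signal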
Dynein cargo inh – inhibitors of GR-EGFP nuclear translocation, primary screen, dynein cargo transport inhibitor project, imaging, high-content, 3617.4 mouse cells | test concentration mostly 20 µM; stimulated with dexamethasone, 1 µM; active compounds read low | z-score, hits read low | 0.47% of 220,000 active | AID 1381, 2008;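 active = plate z-score of nuclear minus cytoplasmic receptor signal below a set negative limit, without overly bright fluorescence or cell loss, cut at about -3.5 in these data, passing the limit was not always enough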;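 note: z-score of nuclear minus cytoplasmic ring GR-EGFP intensity difference per well; some compounds called inactive have numbers as strong as hits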
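Buffer or medium: tet-free medium with charcoal-stripped serum / Also added: dexamethasone agonist, 1.0 µM final, for 30 min / Timing: induction 48 h, compound 1 h, agonist 30 min / Measured by: high-content fluorescence imaging after fixation / Read-out: nuclear-to-cytoplasmic GR-EGFP distribution per well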
Dynein cargo inh cytoplasmic EGFP – second read-out of Dynein cargo inh, no call of its own (marks repeat the call); z-score; measured here: cytoplasmic GR-EGFP intensity; active compounds read high
Dynein cargo inh nuclear GR-EGFP – also measured in Dynein cargo inh; calls as there; z-score; measured here: nuclear GR-EGFP intensity;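 lower value marks the stronger effect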
Dynein cargo inh cell count – also measured in Dynein cargo inh; calls as there; z-score; measured here: cell count per field
Ins promoter up cell count – recorded beside Ins promoter up, whose call it bears; cell count; measured here: cytotoxicity, nuclei count;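 total cells summed across four imaged fields per well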
Hep lipid drop cells 6.5 µM – recorded beside Hep lipid drop, whose call it bears; cell count; measured here: cell count, cytotoxicity flag;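 cells counted across two imaged fields per well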
bCat nuc transl cell count 5 µM – second read-out of bCat nuc transl, no call of its own (marks repeat the call); cell count; measured here: cell count, cytotoxicity flag
T cell HTS vesicle-bound % – recorded beside T cell HTS, whose call it bears; double positive events, %; measured here: CD8+ vesicle-bound cell fraction;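 binding gate set so that unloaded-vesicle control wells show 10% double positive cells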
MT stabilizer Hoechst-high % – second read-out of MT stabilizer, no call of its own (marks repeat the call); % Hoechst-high responders; measured here: nuclear condensation Hoechst responders;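 share of cells brighter than vehicle mean plus two SD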
MT stabilizer cytotoxicity % – also measured in MT stabilizer; calls as there; toxicity, %; measured here: cytotoxicity by cell density;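 0% = mean cell density of plate MIN control wells and 100% = no cells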
Autophagy HCS cell loss 18 h – second read-out of Autophagy HCS, no call of its own (marks repeat the call); toxicity, %; measured here: cell loss, nuclei count;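 cell loss after 18 h compound exposure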
* = called active by the depositor; i = inactive; · = no result given; + = active, no number; & = joins results of further samples.

SMILES	Ins promoter up	Ins promoter up cell count	bCat nuc transl	bCat nuc transl cell count 5 µM	Autophagy HCS	Autophagy HCS cell loss 18 h	MT stabilizer	MT stabilizer Hoechst-high %	MT stabilizer cytotoxicity %	T cell HTS	T cell HTS vesicle-bound %	CSM14.1 death rescue	Salmonella PhoP GFP	Hep lipid drop	Hep lipid drop cells 6.5 µM	Dynein cargo inh	Dynein cargo inh cytoplasmic EGFP	Dynein cargo inh nuclear GR-EGFP	Dynein cargo inh cell count
CCn1ncc(N(C)N)c(Cl)c1=O	-0.31	1432	0.2	1074	i	1	4.9	2.6	7.2	i	56	1.8%	-13%	3	708	0.63	-0.29	0.99	-0.99
O=C(Nc1nnc(C(F)(F)F)s1)c1ccc(Br)s1	-2.3	1285	-7.5	706	i	16	7.7	2.4	2.5	i	40	2.2%	-1%	-18	607	1.1	-0.32	1.2	-0.48
O=C(NCC(c1cccnc1)N1CCN(c2ccccc2F)CC1)c1ccccc1 (stereo unspecified)	-0.23	1981	-0.9	1109	i	17	1.5	1.5	6.3	i	32	-3.5%	-11%	9	653	-0.99	-0.22	-0.43	0.52
CCOc1cc(/C=C2/SC(=O)N(CC(=O)N3CCc4ccccc4C3)C2=O)ccc1OCC(=O)O	·	·	·	·	i	-3	1.5	2.1	8.5	i	32	-0.1%	1%	·	·	-0.87	-0.24	-0.94	1.1
COc1ccc(OC)c(Nc2nc3nonc3nc2N2CCCCC2)c1	0.65	1467	-0.7	1342	+	-23*	1.7	1.6	6.9	i	10	-2.1%	-11%	·	·	1.3	-0.0014	1.4	-0.16
N#CC(=C=[N-])c1nc2ccccc2nc1-[n+]1ccccc1	0.57&-0.11	1291&1045	-1.9&-1.5	1332&1216	i	-8	2.4	2.3	6.1	i	54&43	0.9%	-5%&9%	10&-3	674&767	1.3&-0.65	-0.26&0.22	0.29&0.25	-0.45&0.64
Cc1ccc(NC(=O)c2cc(S(=O)(=O)N3CCOCC3)c(Br)s2)cc1	-0.24	1363	-0.5	970	i	37	5.7	1.7	1.5	i	44	8.0%	4%	23	660	-0.57	-0.25	-0.12	1
CCCN(CCO)Cc1ccc2ccccc2c1	0.78	835	·	·	i	3	2.1	1.4	8.0	i	70	-1.2%	18%	-3	753	3.4	0.0021	1.3	-1.8
C[C@H](NC(=O)OC(C)(C)C)c1nnc(SCC(=O)c2ccc(Cl)cc2)o1	-1.2	1086	-7.6	1024	i	1	1.8	1.1	9.9	i	6	-0.9%	-3%	·	·	-0.12	-0.23	-0.23	0.53
O=C(Cc1ccccc1[N+](=O)[O-])NCc1ccccc1Cl	-0.22	1454	-4.5	1442	i	7	2.1	1.0	4.4	i	11	-2.3%	1%	·	·	-0.58	-0.17	-0.42	0.68
COc1ccc(OC)c2[nH]c(=O)c(CCNC(=O)c3ccc(Br)o3)cc12	-1.1	1254	1.0	1020	i	-10	3.5	3.1	4.9	i	30	·	3%	18	707	0.55	-0.24	0.26	-0.099
CN(CC(=O)Nc1ccc(C#N)cc1)Cc1ccc(Cl)cc1	-1.1	1202	-7.8	1042	i	-17	1.7	2.2	0.9	i	36	3.2%	31%	·	·	0.093	-0.2	0.25	0.59
Cc1nnc(N/N=C/C2CC=CCC2)[nH]c1=O (stereo unspecified)	0.17	1506	-2.5	1066	i	-2	0.9	0.5	4.9	i	42	0.6%	-7%	0	672	-0.19	-0.26	0.1	0.76
O=C(NCc1ccccn1)C(=O)Nc1cccc2ccccc12	0.19	1316	-1.0	1129	i	19	1.7	1.7	5.3	i	34	-10%	-4%	-31	738	1.6	0.16	1.4	-1.3
O=C(c1ccco1)N1CCN(c2cccc(Cl)c2)CC1	-0.12	1277	1.2	1002	i	3	3.1	1.5	7.9	i	22	·	-3%	6	633	-0.35	-0.15	0.012	0.67
CCS(=O)(=O)N1Cc2ccccc2CC1C(=O)Nc1nnc(SCc2c(Cl)cccc2Cl)s1 (stereo unspecified)	-0.73	1455	0.5	1039	i	8	1.5	1.6	4.3	i	49	-1.8%	-11%	10	723	-1.4	-0.08	-0.42	0.38
COc1ccccc1N(C)S(=O)(=O)c1ccc(C(=O)OCC(=O)NCCC2=CCCCC2)cc1	-0.09	1443	-1.7	522	i	-5	5.3	2.7	11	i	24	1.3%	-8%	-6	641	-0.13	-0.23	0.053	-0.99
CCCS(=O)(=O)N1CCN(C(=O)c2cccs2)CC1	-0.13	1828	-0.2	1111	i	0	3.0	2.3	2.2	i	5	-2.1%	-7%	-2	652	0.17	-0.18	0.44	-1.1
Cc1ccc2c(c1)N(CCC(=O)NCc1cccs1)C(=O)C(C)O2 (stereo unspecified)	·	·	-3.3	1233	i	-8	1.8	0.7	6.3	i	8	-1.4%	4%	-1	781	-1.3	-0.31	-0.68	1.8
O=C1CC(c2nc3ccccc3[nH]2)CN1Cc1ccccc1 (stereo unspecified)	-1.6	2027	-1.8	1158	·	·	2.7	2.6	6.8	+	4.9*	·	2%	3	694	-0.62	-0.3	-0.079	0.66
CC(Nc1n[nH]c(=S)[nH]c1=O)C(=O)OCc1ccccc1 (stereo unspecified)	0.58	1193	-2.6	959	i	18	4.5	1.7	6.9	i	30	0.0%	5%	·	·	-0.77	-0.22	0.3	1.2
COc1ccc(CNC(=O)CSc2nc(C)cs2)cc1	0.82	1513	-0.7	1145	i	-8	3.4	2.2	5.0	i	58	1.2%	-7%	17	637	0.1	-0.25	-0.2	0.41
CCOc1cc(/C=N/NC(=O)c2cccnc2)ccc1OCc1ccc(C(=O)OC)o1	2.4	1570	-1.2	1000	i	-19	2.1	0.7	6.6	i	22	-1.7%	2%	-10	674	-0.075	-0.28	0.092	-0.012
CC(=O)Nc1nnc(-c2ccc3c(c2)CCCC3)o1	-0.3	917	0.3	1180	i	-8	2.0	2.4	7.3	i	49	-2.7%	-2%	·	·	0.17	-0.2	0.14	0.25
CCOC(=O)/C(C(N)=NCC(C)C)=C(/O)c1ccccc1	-0.72	1618	2.0	1330	i	0	2.7	1.3	13	i	35	-0.9%	-6%	·	·	-0.85	-0.22	-1.1	0.015
O=C1OC(Nc2ccc(Br)cc2F)c2ccccc21 (stereo unspecified)	0.37	1190	-0.5	891	i	-3	3.4	0.4	12	i	51	0.8%	0%	·	·	2.4	-0.17	2.1	-1.6
COc1ccccc1/C=N/NC(=O)c1ccc(Cn2nc([N+](=O)[O-])cc2C)cc1	0.31	1225	0.2	928	i	-1	2.4	2.8	11	i	20	-3.1%	-23%	4	721	0.97	-0.25	0.55	0.053
CSc1nnc(-c2cc3c(-c4ccccc4)nn(C)c3s2)n1C	·	·	·	·	i	7	1.5	1.8	4.5	i	52	2.7%	-2%	·	·	2.9	-0.11	1.1	-2
COc1ccc(Cl)cc1NC(=O)N1CCN(S(C)(=O)=O)CC1	-0.73	1263	-7.5	1238	i	-2	3.3	1.4	4.9	i	12	-0.1%	-8%	23	769	-0.025	-0.19	0.5	-0.022
CC1(C)Cc2c(sc3nc(-c4ccccc4Cl)n(N)c(=O)c23)CO1	·	·	·	·	i	4	1.4	1.7	11	i	41	-1.6%	-3%	-16	781	-1	0.17	-0.47	0.75

4 of the entries above in order of the T cell HTS vesicle-bound % value, low to high:
canonical_smiles | T cell HTS vesicle-bound %
COc1ccccc1/C=N/NC(=O)c1ccc(Cn2nc([N+](=O)[O-])cc2C)cc1 | 20
CCOC(=O)/C(C(N)=NCC(C)C)=C(/O)c1ccccc1 | 35
CC1(C)Cc2c(sc3nc(-c4ccccc4Cl)n(N)c(=O)c23)CO1 | 41
CSc1nnc(-c2cc3c(-c4ccccc4)nn(C)c3s2)n1C | 52
